Fam108B inh = Fam108B inhibition, counter-screen for RBBP9 inhibitors | AID 1947 | inhibition, % at 9.51 µM | actives 0.33% (n = 300,000) | recombinant Fam108B, FP-Rh probe fluorescence polarization;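 active = inhibition above the screen mean inhibition plus 3 SD, computed separately per campaign, cut at about 18% in these data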;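 note: inhibitors lower polarization as less probe binds the enzyme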
GSTO1 counter = blocks human GSTO1 in RBBP9 counter-screen | P78417 | recombinant GSTO1, activity-based probe fluorescence polarization | inhibition, % at 5.96 µM | actives 1.1% (n = 300,000);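 active = inhibition above the campaign mean inhibition plus 3 SD, cut at about 35% in these data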;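 note: 0% = GSTO1-1 with DMSO and 100% = wells lacking GSTO1-1 enzyme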
PAFAH1B2 inh = PAFAH1B2 (human) inhibition; P68402; actives 1.2% (n = 340,000); inhibition, % at 3.39 µM; AID 492953; recombinant PAFAH1B2, FP-rhodamine activity probe, fluorescence polarization;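 active = inhibition above the mean of all tested compounds plus 3 SD, cut at about 24% in these data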;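 note: 0% = enzyme with DMSO and 100% = wells lacking PAFAH1B2; many of its hits are not listed in these tables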
LYPLA1 counter = blocks human lysophospholipase 1, a PME1 counter-screen; O75608; recombinant LYPLA1, FP-Rh probe fluorescence polarization; inhibition, % at 5.9 µM; actives 0.16% (n = 320,000);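 active = inhibition above the mean of all tested compounds plus 3 SD, set per campaign, cut at about 14% in these data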;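 note: inhibitors block serine hydrolase probe labeling of LYPLA1 so polarization falls; 0% = enzyme with DMSO and 100% = wells lacking LYPLA1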
Target sequence (O75608 whole entry, looked up): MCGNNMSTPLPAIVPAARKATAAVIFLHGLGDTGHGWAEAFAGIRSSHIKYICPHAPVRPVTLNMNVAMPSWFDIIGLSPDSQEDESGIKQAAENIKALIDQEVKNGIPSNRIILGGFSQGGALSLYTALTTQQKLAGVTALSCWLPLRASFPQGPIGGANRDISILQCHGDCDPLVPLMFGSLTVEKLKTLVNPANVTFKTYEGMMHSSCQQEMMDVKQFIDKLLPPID
PAFAH1B3 FP inh = inhibitors of human PAFAH1B3 | recombinant PAFAH1B3, FP-rhodamine probe, fluorescence polarization | inhibition, % at 3.39 µM | actives 0.28% (n = 340,000);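 active = inhibition above the screen-wide average of all tested compounds plus 3 SD, cut at about 25% in these data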;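 note: 0% = enzyme with DMSO only and 100% = wells lacking PAFAH1B3 protein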
PAFAH2 FP inh = PAFAH2 (human) inhibition. Q99487. recombinant PAFAH2, FP-rhodamine activity probe, fluorescence polarization. inhibition, % at 3.39 µM. actives 0.99% (n = 340,000). AID 492956;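 active = inhibition above the mean over all tested compounds plus 3 SD, cut at about 30% in these data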;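 note: inhibitors block probe labeling of enzyme so polarization drops; 0% = enzyme with DMSO and 100% = wells lacking PAFAH2 protein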
PME-1 primary = PME-1 (human) inhibition; recombinant PME-1, FP-Rh probe fluorescence polarization; actives 0.53% (n = 320,000); inhibition, % at 5.9 µM; Q9Y570;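 active = inhibition above the campaign mean of all compounds plus 3 SD, cut at about 26% in these data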;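 note: competitive labeling of PME-1 active site by serine hydrolase directed probe; 0% = PME-1 with DMSO and 100% = wells lacking PME-1 enzyme; inhibitors block probe labeling so polarization falls and inhibition rises; many of its hits are not listed in these tables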
pPAFAH FP inh = inhibitors of human plasma PAF acetylhydrolase (pPAFAH); Q13093; inhibition, % at 3.39 µM; AID 463082; actives 1.5% (n = 330,000); recombinant pPAFAH, FP-rhodamine probe fluorescence polarization;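 active = inhibition above the mean inhibition across the screen plus 3 SD, cut at about 25% in these data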;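 note: inhibitors block binding of the rhodamine activity-based probe so polarization drops; 0% = enzyme with DMSO and 100% = wells lacking pPAFAH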
PAD4 inh = PAD4 (human) enzyme inhibition; Q9UM07; recombinant PAD4, RCA probe fluorescence polarization; inhibition, % at 6.36 µM; actives 0.41% (n = 330,000);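 active = percent inhibition above a cutoff equal to the mean of all tested compounds plus 3 SD, cut at about 15% in these data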;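 note: 0% = PAD4 with RCA probe and DMSO and 100% = probe without PAD4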
Target sequence (Q9UM07 whole entry, looked up): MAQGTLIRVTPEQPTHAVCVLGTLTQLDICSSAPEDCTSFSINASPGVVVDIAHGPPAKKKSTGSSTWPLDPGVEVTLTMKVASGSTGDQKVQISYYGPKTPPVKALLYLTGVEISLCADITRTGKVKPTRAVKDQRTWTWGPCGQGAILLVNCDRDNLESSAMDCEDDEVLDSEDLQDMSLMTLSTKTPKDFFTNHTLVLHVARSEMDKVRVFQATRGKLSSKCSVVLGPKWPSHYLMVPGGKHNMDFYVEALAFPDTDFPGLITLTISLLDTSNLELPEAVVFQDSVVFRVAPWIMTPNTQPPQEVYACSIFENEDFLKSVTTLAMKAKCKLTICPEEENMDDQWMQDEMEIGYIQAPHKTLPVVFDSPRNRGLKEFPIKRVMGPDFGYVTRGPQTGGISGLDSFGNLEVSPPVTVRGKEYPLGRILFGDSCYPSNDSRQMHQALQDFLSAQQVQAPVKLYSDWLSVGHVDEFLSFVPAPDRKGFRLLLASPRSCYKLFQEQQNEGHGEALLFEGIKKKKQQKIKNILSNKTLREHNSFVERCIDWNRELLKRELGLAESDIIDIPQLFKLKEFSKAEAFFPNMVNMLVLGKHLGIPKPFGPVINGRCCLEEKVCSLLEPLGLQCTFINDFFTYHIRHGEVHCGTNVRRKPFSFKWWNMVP
* hit, by the source's call; · = no result given.

SMILES	Fam108B inh	GSTO1 counter	PAFAH1B2 inh	LYPLA1 counter	PAFAH1B3 FP inh	PAFAH2 FP inh	PME-1 primary	pPAFAH FP inh	PAD4 inh
NC(=O)CCC(=O)N1CCCC(C(=O)c2ccc(C(F)(F)F)cc2)C1 (stereo not drawn)	3	-1	5	-3	8	8	-4	2	1
Cc1ccc(S(=O)(=O)N/N=C/c2ccc(C#N)cc2)cc1	1	-5	11	5	11	-3	2	9	-2
Cc1cc(=O)oc2cc(OCC(=O)OC(C)C(=O)NC3CCCC3)ccc12 (stereo not drawn)	2	1	5	4	5	-4	5	-1	-7
O=C1CCC[C@@H]2Cc3[nH]c4c(Cl)ccc(Cl)c4c3[C@@H]3CCN1[C@H]23	-3	5	1	1	4	0	11	6	1
Cc1ccc2cccc(OCCCOc3ccccc3F)c2n1	-6	2	1	-2	2	10	3	-1	-1
Cc1ccc(F)cc1NC(=O)Cc1ncc(C(F)(F)F)cc1Cl	1	-5	4	0	4	-2	-7	-2	-2
COc1cc(/C=C(\C#N)c2nc3ccccc3[nH]2)ccc1O	10	11	6	-4	8	5	18	16	-5
O=C(O)COc1ccc(/C=N/NC(=O)c2cccc3ccccc23)cc1	4	5	2	-2	13	-6	1	5	0
CCN(C[C@H]1N[C@@](C)(C(=O)OC)[C@H]2C(=O)N(C)C(=O)[C@@H]12)S(=O)(=O)c1ccccc1	·	·	5	·	-1	3	·	-1	-3
Cc1cc(NC(=O)CSc2ccc3nnc(CCNS(=O)(=O)c4ccccc4)n3n2)no1	-2	8	-1	1	8	6	-1	0	1
O=C1NCCCCC1NS(=O)(=O)c1ccc(F)c(F)c1 (stereo not drawn)	-4	3	1	-3	1	4	0	3	0
COc1ccc(C)cc1NC(=O)COC(=O)c1ccccc1SCC(=O)N1CCCC1	-1	1	1	1	-4	11	1	2	-3
CC(=O)c1cc(CC=C(C)C)c(O)cc1O	-1	-5	5	-4	5	-6	-5	-24	-6
CC1CCc2[nH]c3ccc(C(=O)N(C)CC(=O)Nc4ccc(F)cc4)cc3c2C1 (stereo not drawn)	2	1	39*	0	7	49*	7	10	0
COc1ccc(N2CCN(C(=O)CCNS(=O)(=O)c3ccc(Br)s3)CC2)cc1	5	4	8	-3	-1	12	1	4	-2
CCC(=O)Nc1ccc(C(=O)COC(=O)CCN2C(=O)C3CC=CCC3C2=O)cc1 (stereo not drawn)	-2	4	2	1	4	-8	-5	2	-5
CCOc1ccc2nc(SCC(=O)NC3CCCc4ccccc43)sc2c1 (stereo not drawn)	0	-6	9	-2	6	4	1	-4	-5
CC1=NCCN1S(=O)(=O)c1ccc(Br)c(C)c1	2	10	6	-2	1	-3	6	3	3
COc1ccc(CN(C)C(=O)c2ccc(OCC(=O)N3CCOCC3)c(OC)c2)cc1	·	·	1	1	4	8	-1	-3	1
COc1ccc(N2CCN(S(=O)(=O)c3ccc(OC)c(C(=O)N4CCOCC4)c3)CC2)cc1	2	3	1	3	11	-4	3	4	0
Cc1cccc(-c2noc(CCC(=O)NC3CCCC3)n2)c1	-1	2	·	-1	·	·	-1	-1	1
Cc1cc(Cl)ccc1OCCNC(=S)NC(=O)c1cccnc1	0	-1	0	-3	-5	-1	8	2	0
Cc1nc(Nc2cccc(C(C)O)c2)c2nnn(Cc3ccccc3F)c2n1 (stereo not drawn)	3	6	3	-3	-3	-11	11	1	3
Cc1ccc(-c2nc3ccc([N+](=O)[O-])cc3[nH]2)cc1	1	-12	3	-1	0	-2	2	4	-2
O=C(NCc1ccccc1Cl)C1CCCN(c2ncnc3c2nc2n3CCCCC2)C1 (stereo not drawn)	0	-7	0	-4	1	1	13	-5	1
CC1CN(Cc2nc3c(c(=O)n(C)c(=O)n3C)n2CCCO)CC(C)O1 (stereo not drawn)	-2	1	0	-3	9	-3	2	2	-1
Cn1cc(/C=C(\NC(=O)c2ccccc2)C(=O)NCCN2CCOCC2)c2ccccc21	3	1	-9	1	-7	5	5	4	2
N#C/C(=C/c1ccncc1)c1nc2ccccc2s1	-1	-2	4	-3	6	-6	-3	1	-22
CC(C)COc1ccc(-c2nn(-c3ccccc3)cc2CO)cc1	9	6	-1	-5	2	-6	0	2	-2
COc1ccc2cc3cc(C(=O)NCc4ccccn4)oc3nc2c1	3	0	3	-2	8	7	3	-1	1
O=C(/C=C/c1ccco1)NC(=S)Nc1ccccc1	-4	4	4	-2	2	12	-2	11	-5
COc1ccc(-c2n[nH]c(=S)n2-c2ccc3c(c2)OCCO3)cc1OC	-4	-7	-4	1	4	1	1	3	0
CC(=O)Oc1ccccc1C1OC(=O)c2ccccc2N1C(C)=O (stereo not drawn)	-5	-7	0	-1	2	-6	-2	-6	-4
O=C(Nc1ccc(CN2CCCCC2)cc1)c1c(F)c(F)c(F)c(F)c1F	-4	-3	0	-2	5	-11	-6	2	-4
COc1ccccc1/C=C(/NC(=O)c1ccccc1)C(=O)NCCCn1ccnc1	3	3	3	1	-1	3	1	4	-3
CN(C(=O)COn1nnc2ccc(Cl)cc21)C1CCS(=O)(=O)C1 (stereo not drawn)	·	·	8	·	2	5	·	-2	1
CCCOc1ccc(NC(=O)CC2C(=O)N(Cc3ccccc3)C(=S)N2Cc2cccs2)cc1 (stereo not drawn)	-13	-4	-13	-23	-31	-30	-20	3	-5
C#CCNC(=O)C1=C[C@@H](c2ccc3c(c2)OCO3)C[C@@H](OCc2ccc(CO)cc2)O1	0	5	2	0	4	4	6	3	-1
CC(=O)c1ccc(OCCCC(=O)Nc2cccc(S(=O)(=O)N3CCOCC3)c2)cc1	·	·	0	·	10	3	·	5	-1
CC(=O)C1=C(C)NC(C)=C(C(C)=O)C1c1cccs1	0	3	3	-4	3	3	-2	0	-1
Cc1ccc(C)c(S(=O)(=O)N2CCCOC2CNC(=O)C(=O)NCCCn2ccnc2)c1 (stereo not drawn)	-3	0	6	0	-4	0	1	0	3
CCOCCc1nnc(NC(=O)c2cc(OC)c(OC)cc2[N+](=O)[O-])s1	1	11	1	2	2	0	-4	2	-3
CCc1cc(C(=O)N2CCCC(CNC(=O)c3ccc(-c4ccccc4)cc3)C2)no1 (stereo not drawn)	-6	8	3	0	-1	2	4	14	-1
Cc1ccc(OCc2cc(C(=O)NCC(C)c3ccccc3)no2)cc1C (stereo not drawn)	-1	2	-6	-4	-3	-8	-3	3	-6
COc1c2n(C)ccc3c-2n(c(=O)c1=O)c1ccccc31	2	-8	3	3	1	0	-2	8	1
Cc1cc(C)cc(NC(=O)COc2coc(CN3CCN(c4ccccc4)CC3)cc2=O)c1	-1	-4	5	2	0	5	3	6	-4
COc1cccc(C(=O)N2CCCc3ccccc32)c1	-1	5	7	4	0	-3	0	-1	-1
COc1ccc(-n2c(CN3CCOCC3)nc3ccc([N+](=O)[O-])cc3c2=O)c(OC)c1	6	7	7	1	5	1	5	19	4
O=C(N/N=C/c1ccc2c(c1)OCO2)c1cc2ccccc2o1	0	-2	-1	-2	3	1	-4	9	2
COc1ccc(NC(=O)c2ccc(-c3ccc(C(C)=O)cc3)o2)cn1	·	·	3	-6	0	-3	-11	0	-3
Nc1nc(N)c(N=Nc2ccc(Cl)cc2)c(=O)[nH]1	-1	5	8	-2	0	4	0	0	-1
Cc1ccc2c(c1)C(=O)C(=O)N2Cc1ccccc1	·	·	3	·	11	4	·	9	2
CCOc1cc(C)ccc1OCc1nnc(SCC(=O)Nc2cccc(C(=O)O)c2)n1-c1ccccc1	1	1	2	2	7	8	-1	4	0
Cc1ccc(OCCn2c(=O)n(C)c3ccccc32)cc1	2	-3	-2	-4	3	-3	-7	8	-1
COc1ccccc1N(CC(=O)NCc1ccco1)C(=O)CCC(=O)Nc1ccccn1	3	1	3	-2	0	-12	4	2	-2
COc1ccc(C2c3c(oc4ccccc4c3=O)C(=O)N2CC2CCCO2)cc1 (stereo not drawn)	0	1	2	2	3	11	4	0	2
CCc1nnc(NS(=O)(=O)c2ccc(NC(=O)CCC(=O)O)cc2)s1	-3	7	3	0	3	2	2	-1	1
Cc1ccc(NC(=O)COC(=O)c2ccc(Cl)cc2)cc1S(=O)(=O)N(C)C	-9	6	-7	-7	-3	61*	3	11	-4
O=C1c2ccccc2NC(c2ccccc2F)N1NS(=O)(=O)c1ccccc1 (stereo not drawn)	2	-3	5	-1	9	5	1	-7	-5
CSc1ccccc1NC(=O)CN1CCN(S(=O)(=O)c2ccccc2[N+](=O)[O-])CC1	·	·	-1	-1	2	-2	6	3	-2

By substructure, the compounds so far with four or more nitrogen atoms.
SMILES	Fam108B inh	GSTO1 counter	PAFAH1B2 inh	LYPLA1 counter	PAFAH1B3 FP inh	PAFAH2 FP inh	PME-1 primary	pPAFAH FP inh	PAD4 inh
Cc1cc(NC(=O)CSc2ccc3nnc(CCNS(=O)(=O)c4ccccc4)n3n2)no1	-2	8	-1	1	8	6	-1	0	1
Cc1nc(Nc2cccc(C(C)O)c2)c2nnn(Cc3ccccc3F)c2n1 (stereo not drawn)	3	6	3	-3	-3	-11	11	1	3
O=C(NCc1ccccc1Cl)C1CCCN(c2ncnc3c2nc2n3CCCCC2)C1 (stereo not drawn)	0	-7	0	-4	1	1	13	-5	1
CC1CN(Cc2nc3c(c(=O)n(C)c(=O)n3C)n2CCCO)CC(C)O1 (stereo not drawn)	-2	1	0	-3	9	-3	2	2	-1
Cn1cc(/C=C(\NC(=O)c2ccccc2)C(=O)NCCN2CCOCC2)c2ccccc21	3	1	-9	1	-7	5	5	4	2
COc1ccccc1/C=C(/NC(=O)c1ccccc1)C(=O)NCCCn1ccnc1	3	3	3	1	-1	3	1	4	-3
CN(C(=O)COn1nnc2ccc(Cl)cc21)C1CCS(=O)(=O)C1 (stereo not drawn)	·	·	8	·	2	5	·	-2	1
Cc1ccc(C)c(S(=O)(=O)N2CCCOC2CNC(=O)C(=O)NCCCn2ccnc2)c1 (stereo not drawn)	-3	0	6	0	-4	0	1	0	3
CCOCCc1nnc(NC(=O)c2cc(OC)c(OC)cc2[N+](=O)[O-])s1	1	11	1	2	2	0	-4	2	-3
COc1ccc(-n2c(CN3CCOCC3)nc3ccc([N+](=O)[O-])cc3c2=O)c(OC)c1	6	7	7	1	5	1	5	19	4
Nc1nc(N)c(N=Nc2ccc(Cl)cc2)c(=O)[nH]1	-1	5	8	-2	0	4	0	0	-1
CCOc1cc(C)ccc1OCc1nnc(SCC(=O)Nc2cccc(C(=O)O)c2)n1-c1ccccc1	1	1	2	2	7	8	-1	4	0
COc1ccccc1N(CC(=O)NCc1ccco1)C(=O)CCC(=O)Nc1ccccn1	3	1	3	-2	0	-12	4	2	-2
CCc1nnc(NS(=O)(=O)c2ccc(NC(=O)CCC(=O)O)cc2)s1	-3	7	3	0	3	2	2	-1	1
CSc1ccccc1NC(=O)CN1CCN(S(=O)(=O)c2ccccc2[N+](=O)[O-])CC1	·	·	-1	-1	2	-2	6	3	-2

Screening data: PubChem BioAssay, The Scripps Research Institute Molecular Screening Center

Not all compounds are listed (hit frequency here may not be typical).
